RBBP9 inh: blocks human serine hydrolase RBBP9; recombinant RBBP9, FP-Rh probe fluorescence polarization; inhibition, % at 7.94 µM; hit rate 0.2% among 220,000;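 active = inhibition above the campaign mean of all tested compounds plus 3 SD, cut at about 14% in these data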;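 note: plate controls were DMSO wells with RBBP9 for no effect and wells lacking RBBP9 protein for full effect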
Target sequence (O75884 whole entry, looked up): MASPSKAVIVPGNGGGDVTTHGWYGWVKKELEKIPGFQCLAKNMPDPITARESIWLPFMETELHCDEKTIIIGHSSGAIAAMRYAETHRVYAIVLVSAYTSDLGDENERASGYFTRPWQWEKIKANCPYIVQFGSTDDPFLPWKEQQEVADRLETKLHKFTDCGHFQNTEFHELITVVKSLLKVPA
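System: RBBP9 protein / Quantity: 2.5 µM RBBP9 dispensing solution, before mixing / Also added: Serine-hydrolase probe FP-Rh, 375 nM pre-mixing / Dosing: 7.94 µM single dose, 0.794% DMSO / Timing: enzyme-compound preincubation 30 min, then probe labeling 45 min, 25 °C / Signal: FP readout at 525/598 nm / Controls: DMSO-treated enzyme wells and wells lacking RBBP9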
TRPML3 agonist: agonists of human TRPML3 channel | Q8TDD5 | HEK293 TRPML3-YFP, Fluo-8 calcium fluorescence; 100% = the carbachol control signal | activation, % at 3 µM | hit rate 0.29% among 220,000 | AID 1448;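 active = activation above its plate's cutoff, the mean activation of the plate's test wells plus 3 SD, cut at about 12% in these data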;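 note: 0% = DMSO only wells and 100% = carbachol wells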
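Material: HEK293 cells stably carrying human TRPML3-YFP; compound dosing: single dose, 3 µM final nominal compound, 0.3% DMSO final; incubation: 1-h 37 °C dye load, 5-s basal, 120-s post-compound reads; technique: Fluo-8 intracellular calcium fluorescence, excitation 470-495 nm, emission 515-575 nm; read-out basis: percent activation from peak-to-basal fluorescence ratio, scaled between DMSO and carbachol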
Ba/F3 V617F tox: lowers viability of Ba/F3 cells expressing EpoR and JAK2V617F; ATP luminescence; inhibition, % at 5.6 µM; hit rate 1.1% among 220,000;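 active = inhibition above the campaign mean plus 3 SD over all tested compounds, cut at about 24% in these data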;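 note: cytokine-independent growth of Ba/F3 cells driven by EpoR plus mutant JAK2; 0% = DMSO-treated cells and 100% = JAK inhibitor I control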
CHOP inhibitor: CHOP inhibition in unfolded protein response. CHO-K1 CHOP-promoter luciferase, tunicamycin-induced, 15-18 h. inhibition, % at 10 µM. hit rate 3.8% among 220,000;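 active = compounds that reduced the stress-induced luciferase reporter signal by more than about 70% of percent inhibition, limit read from the data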;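 note: 0% = tunicamycin plus vehicle and 100% = wells without tunicamycin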
zfTRPN1 agonist: agonists of zebrafish TRPN1 channel. HEK293 zebrafish TRPN1-YFP, Fluo-8 calcium fluorescence; 100% = response to 87 µM carbachol. activation, % at 3 µM. hit rate 0.18% among 220,000;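 active = activation above its plate's cutoff, the mean activation of test wells on that plate plus 3 SD, cut at about 19% in these data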;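 note: 0% = DMSO alone and 100% = 87 µM carbachol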
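Material: zebrafish TRPN1-YFP in HEK293 cells. Doses: one dose of 3 µM, 0.3% DMSO. Incubation: dye 1 h 37 °C plus 30 min RT. Measured by: intracellular calcium fluorescence with Fluo-8.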
Wee1 degr inh: human Wee1 degradation inhibition, primary screen | P30291 | HeLa Luc-Wee1K328M stability, luciferase luminescence; 100% = proteasome inhibitor MG132 effect | reporter increase, % at 5 µM | hit rate 1.2% among 220,000;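 active = activation above the mean of all tested compounds plus 3 SD, set per screening run, cut at about 8.8% in these data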;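 note: cells exposed to compound for 20 h before luminescence read; 0% = DMSO alone and 100% = MG132 at 30 µM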
Target sequence (P30291 whole entry K328M): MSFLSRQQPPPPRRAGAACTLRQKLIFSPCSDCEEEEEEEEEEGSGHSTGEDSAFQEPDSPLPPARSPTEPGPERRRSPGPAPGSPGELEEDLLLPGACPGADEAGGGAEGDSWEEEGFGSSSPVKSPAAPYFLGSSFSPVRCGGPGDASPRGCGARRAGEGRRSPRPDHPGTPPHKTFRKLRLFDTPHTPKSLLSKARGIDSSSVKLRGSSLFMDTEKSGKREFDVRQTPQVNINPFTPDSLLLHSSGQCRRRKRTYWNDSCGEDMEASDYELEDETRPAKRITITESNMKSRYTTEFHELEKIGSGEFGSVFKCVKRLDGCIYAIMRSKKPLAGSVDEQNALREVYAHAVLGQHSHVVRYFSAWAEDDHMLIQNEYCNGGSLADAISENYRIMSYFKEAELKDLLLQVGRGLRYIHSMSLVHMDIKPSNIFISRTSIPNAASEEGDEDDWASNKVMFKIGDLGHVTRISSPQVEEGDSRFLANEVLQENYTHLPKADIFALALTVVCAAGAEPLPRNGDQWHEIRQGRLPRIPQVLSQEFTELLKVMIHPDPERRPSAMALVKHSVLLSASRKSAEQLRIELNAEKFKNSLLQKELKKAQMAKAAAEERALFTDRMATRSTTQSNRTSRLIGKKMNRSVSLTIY
BaF3 parental: counter-screen for JAK2V617F inhibitors: parental Ba/F3 viability inhibitors | CellTiter-Glo ATP luminescence | inhibition, % at 5.6 µM | hit rate 1.1% among 220,000;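 active = inhibition above a per-campaign cutoff, the mean inhibition of all tested compounds plus 3 SD, cut at about 27% in these data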;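 note: 0% = DMSO wells and 100% = JAK Inhibitor I control wells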
PPC-1+TRAIL kill: kills PPC-1 cancer cells in the presence of TRAIL; hit rate 0.41% among 220,000; PPC-1 cells + TRAIL, ATPLite viability luminescence; cell killing (% activity), % at 4 µM; AID 1443;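 active = cell killing above 50% in the first pass at 4 µM, then a duplicate retest at 5 µM averaging 50% or more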;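 note: plate controls were cells with TRAIL plus DMSO for no effect and medium-only wells lacking cells for full effect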
TNF necrop inh: blocks TNF-alpha induced death of Jurkat FADD-/- cells. Jurkat FADD-/- TNF necroptosis rescue, ATP luminescence, 24 h; 0 = TNF only, 100 = no-TNF cells. activation (protection from cell death), % at 10 µM. hit rate 0.068% among 220,000. AID 463075;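 active = activation, meaning protection from cell death, of at least 50% relative to plate controls; inactive = activation below 50%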;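 note: necroptosis triggered by 40 ng/mL TNF-alpha added together with compound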
An asterisk follows results filed as active; . = not tested or not shown; [ ] = dose if it differs, or a comment.

Below each SMILES – TNF necrop inh | Wee1 degr inh | Ba/F3 V617F tox | PPC-1+TRAIL kill | TRPML3 agonist | CHOP inhibitor | zfTRPN1 agonist | RBBP9 inh | BaF3 parental
- COCCNC(=S)Nc1ccc(N2CCCCC2)cc1
 : -1.9 | 0 | 3 | 12 | 1.1 | -17 | -0.1 | -5 | -1
- C/C(=N\Nc1nc2ccccc2s1)c1ccc(Br)s1
 : 2.3 | 1 | 3 | 12 | 0.3 | 11 | -0.2 | -4 | 7
- CC(C)OC(=O)c1cccc(NC(=O)c2ccccc2)c1
 : -1.6 | -1 | 1 | 14 | 0.2 | 40 | 0.7 | 1 | 8
- CSc1nnc(-c2cccn(Cc3ccccc3)c2=O)o1
 : 2.1 | 0 | -1 | 11 | -1.6 | 11 | 1.5 | 2 | 2
- COc1cccc(N2C(=O)C(CC(=O)Nc3ccccc3)N(C3CCCCC3)C2=O)c1 (stereo not given)
 : 0.1 | -2 | 2 | 19 | 0.4 | -16 | 0.7 | -5 | 5
- CCCCC(=O)Nc1c(C)cc(C)cc1Cl
 : -1.7 | 2 | 5 | 22 | 0.0 | 37 | 0.1 | -4 | 10
- COCCn1c(C)cc(C2=NNC(=Nc3ccc(Cl)cc3Cl)SC2)c1C
 : 0.3 | 1 | 1 | 19 | 0.5 | 31 | -0.6 | -1 | 4
- CCc1cc2c(=O)c(-c3cnn(-c4ccccc4)c3)coc2c(CN2CCOCC2)c1O
 : 2.0 | 1 | -3 | 20 | 0.1 | 36 | 1.1 | -5 | 2
- CCCCn1nnnc1NCc1ccc(OC)c(OC)c1OC
 : -1.1 | -1 | -3 | -1 | -0.5 | 6 | 0.1 | 1 | 0
- CC(Oc1ccc(F)cc1)C(=O)Nc1ccc2ccccc2c1 (stereo not given)
 : 0.9 | 1 | 0 | 13 | -0.2 | 12 | -1.1 | -12 | 5
- COc1ccc(/C=N/n2nnnc2N)cc1OC
 : 1.7 | -3 | -3 | 4 | -0.8 | 6 | -1.4 | 6 | 4
- C=CC(C)Sc1nc2c(c(=O)n(C)c(=O)n2C)n1Cc1ccccc1Cl (stereo not given)
 : 0.8 | 1 | -2 | 0 | 0.5 | 83* | 0.2 | 2 | 8
- CCOC(=O)N1CCN(C(=O)CN(c2cccc(C)c2)S(=O)(=O)c2ccc(C)cc2)CC1
 : -1.0 | -1 | -2 | 26 | 0.7 | 13 | 1.4 | -1 | 4
- O=C(c1ccc2snnc2c1)N1CCSCC1
 : 0.7 | -3 | 0 | 7 | -0.8 | -7 | 1.0 | -2 | 3
- COc1ccc(C(C)(C)C)cc1S(=O)(=O)N1CCN(C)CC1
 : 1.5 | -1 | -1 | 0 | 0.7 | 24 | 0.1 | 0 | 3
- COc1ccc(/C=C(\NC(=O)c2ccccc2)C(=O)OC[C@@H]2CCC[N+]3(C)CCCCC23)cc1OC (stereo not given in full)
 : 0.1 | 4 | -2 | . | -0.1 | -13 | 0.4 | -3 | 3
- CCn1c(P(C)(=O)O)nc2cc(NC(=O)c3ccccc3Cl)ccc21
 : -0.3 | 4 | -1 | -1 | 0.5 | 7 | 0.0 | -4 | 0
- Cc1ccccc1NC(=O)/C(=C/c1cccs1)NC(=O)c1ccco1
 : 1.5 | -2 | -2 | 11 | 0.4 | 8 | -1.4 | -12 | 0
- O=C(c1ccc([N+](=O)[O-])cc1)N1CCCC1
 : 0.8 | 0 | -3 | 10 | 0.5 | -10 | -0.6 | -4 | -5
- C(=N\Nc1ncnc2sc3c(c12)CCC3)/c1cccs1
 : -14 | -3 | -3 | 30 | -1.7 | 102* | -2.2 | 2 | -2
- CC(NC(=O)COC(=O)Cc1ccsc1)c1ccccc1 (stereo not given)
 : 0.8 | -1 | -1 | 33 | 0.0 | 20 | 0.2 | -5 | 8
- CCOCCCNC(=O)N[C@H](C(=O)OC)C(C)CC (stereo not given in full)
 : -0.1 | -2 | 1 | -2 | 1.2 | 4 | 0.6 | -4 | -1
- CCNc1nc(N)nc(Oc2ccc(OCCOc3ccc(Cl)cc3Cl)nn2)n1
 : -2.2 | -2 | 6 | 6 | -0.6 | 7 | 1.5 | -3 | 4
- COc1ccccc1Oc1cc(-n2nc(C)cc2C)ncn1
 : -1.6 | -2 | 7 | 10 | -0.9 | 16 | -1.6 | -6 | 11
- Cc1ccc(C)c2[nH]c(=O)c(CCNC(=O)CC(C)C)cc12
 : 0.7 | 0 | 2 | -10 | 0.0 | 23 | -0.4 | 3 | 8
- CC1CC(C)CN(C(=O)CSC2=Nc3ccccc3C3=NC(Cc4c[nH]c5ccccc45)C(=O)N23)C1 (stereo not given)
 : -10 | -1 | -1 | 2 | -0.4 | 27 | -1.0 | -11 | 4
- COc1cccc(OC)c1C(=O)NC(C)c1ccccc1 (stereo not given)
 : -1.2 | -1 | 0 | 18 | 0.2 | 33 | 0.4 | -5 | 5
- COCC(=O)Nc1nnc(-c2cccs2)s1
 : 1.2 | 3 | -3 | -9 | 0.7 | -32 | 1.6 | 5 | 0
- O=C(CSc1nnc(-c2ccc(O)cc2)o1)Nc1ccc2c(c1)OCCO2
 : -0.4 | 2 | 0 | 65*[5 µM] | 0.9 | -10 | 0.9 | -3 | 4
- COc1ccc(C(=O)COC(=O)c2cc(S(=O)(=O)NCc3ccccc3)ccc2O)cc1
 : 0.5 | 1 | 0 | -8 | -0.1 | 14 | -0.7 | -1 | 14
- O=C(O)CSc1nc(-c2ccc(Cl)cc2)nc2c1oc1ccccc12
 : 0.3 | -1 | 1 | 14 | 0.7 | 74* | 0.3 | -4 | 6
- Cc1ccc(NC(=O)c2cc3c(=O)oc4ccc(C)cc4c3s2)nc1
 : 0.8 | 2 | -1 | 2 | 0.6 | 18 | 1.6 | 0 | -2
- Cn1c(CCC(=O)OCC(=O)NCc2ccc3c(c2)OCO3)nc(=O)c2ccccc21
 : 0.7 | -3 | 3 | 9 | 0.4 | 26 | -1.1 | -13 | 5
- CCC(CC)C(=O)Nc1cccc(C(=O)Nc2ccc3c(c2)OCO3)c1
 : 2.7 | 0 | -2 | 26 | -0.3 | 7 | 0.8 | -2 | -1
- O=C(Nc1cc(C(F)(F)F)ccc1Cl)c1ccc(NC(=O)C(F)(F)F)cc1
 : 3.3 | 3 | -3 | 17 | 0.9 | 45 | 0.2 | 6 | 1
- C=CCn1c(SCC(=O)Nc2ccccc2)nc2scc(-c3cccs3)c2c1=O
 : 0.2 | 0 | -2 | 15 | 0.5 | 14 | 1.1 | -3 | 3
- CCc1ccc(NC(=O)CSc2nnc(Cc3cccn3C)n2-c2ccc(OC)cc2)cc1
 : -2.2 | -1 | 1 | -5 | -0.8 | 20 | 0.3 | -1 | 6
- CC1CCN(Cc2c(O)ccc3c2O/C(=C\c2ccco2)C3=O)CC1
 : 2.9 | 0 | -5 | 29 | -0.1 | -38 | -0.3 | -3 | 0
- OC(COc1ccc2c(c1)OCO2)CN1CCc2ccccc2C1 (stereo not given)
 : -1.7 | -3 | 0 | 22 | 0.1 | 9 | 0.1 | -4 | 0
- COc1ccc(-c2ccnc(-c3ccc(O)cc3)n2)cc1
 : -8.3 | 3 | 79* | -4 | -0.1 | 35 | -1.8 | 0 | 59*
- CCCS(=O)(=O)C(=C(Nc1ccccc1)Nc1ccccc1)S(=O)(=O)CCC
 : -0.4 | 0 | 2 | 10 | -0.8 | -17 | -1.7 | 1 | 5
- CCN(CC)CC(=O)NN(Cc1ccccc1)c1ccccc1
 : 0.6 | 11* | -3 | -4 | -0.3 | 9 | 0.6 | -10 | -3
- CCCC(=O)N(c1ccc(OCC)cc1)C1C=CS(=O)(=O)C1 (stereo not given)
 : 0.4 | 1 | -2 | -7 | 0.1 | 0 | 0.8 | -3 | 13
- CC(=O)c1ccc(-c2ccccc2OC(F)(F)F)o1
 : 1.4 | -2 | -1 | 0 | 0.7 | -10 | 0.9 | -1 | 4
- CC(C)Cc1nnc(NC(=O)c2ccncc2)s1
 : -2.6 | -1 | -3 | 5 | 0.3 | 16 | 1.3 | -8 | 1
- CN1CCC(=C(c2ccc(Cl)cc2)c2ccccn2)CC1
 : 2.4 | 2 | -4 | 28 | 0.3 | 6 | 2.6 | -1 | 2
- CCOC(=O)/C(O)=C(\C#N)c1nc2ccccc2[nH]1
 : 0.1 | -1 | -3 | 19 | 0.8 | 13 | -0.7 | -4 | -2
- COC(=O)C(Cc1ccc(O)cc1)NC(=O)C(CC(=O)OC(C)(C)C)NC(=O)OC(C)(C)C (stereo not given)
 : -0.3 | -2 | 0 | 6 | 0.2 | 4 | -1.4 | -3 | 7
- COC(=O)c1cc2oc(C)cc2n1CC(=O)Nc1ccc(OC)c(OC)c1OC
 : 1.2 | -2 | -3 | 22 | -0.1 | 1 | 0.6 | 0 | 1
- COC(=O)c1ccc(S(=O)(=O)NCCSc2nnc3c4ccccc4n(C)c3n2)cc1
 : -1.9 | -2 | 1 | 1 | 1.6 | 18 | 0.3 | -8 | 7
- Cc1cc(C)c(C(=O)O)c(Cl)n1
 : 0.9 | -3 | -3 | -5 | 0.5 | 16 | 1.5 | -3 | 0
- COC(=O)/C(C#N)=C/c1ccc(N2CCOCC2)c([N+](=O)[O-])c1
 : 0.8 | 5 | -3 | 4 | 1.0 | 15 | 3.1 | 4 | -3
- Brc1ccc2[nH]c3c(N4CCc5ccccc5C4)ncnc3c2c1
 : -7.5 | 6 | 1 | 12 | 1.7 | 64 | 3.6 | -3 | 1
- CC(=O)NC1(C(F)(F)F)NC(=O)N(c2ccc(F)cc2)C1=O (stereo not given)
 : -0.2 | 2 | 1 | 5 | 0.5 | 4 | -0.6 | 5 | 1
- Cc1cc(=O)[nH]c(NCCO)n1
 : -0.1 | -1 | 0 | -4 | 1.1 | -4 | 0.2 | -4 | 2
- CCOc1ccc(N=C2NC(=O)S/C2=C\c2ccc(OC)cc2)cc1
 : 1.1 | -1 | -2 | 11 | 1.0 | 28 | 1.1 | 2 | 2
- CC1=C(C)C(c2ccccc2)NC(=S)N1 (stereo not given)
 : 0.7 | -4 | -4 | 17 | 1.1 | 6 | 2.7 | 1 | -2
- CN(C)c1oc(-c2cccs2)nc1C#N
 : -0.2 | -3 | -3 | -12 | -0.2 | -1 | -0.3 | -1 | 1
- CCC1=[N+](C)CCn2c(C)ccc21
 : 0.7 | -3 | 8 | -23 | 1.0 | 7 | 0.5 | 3 | 14
- O=C(NCc1ccco1)c1cnn2c(C(F)(F)F)cc(-c3ccco3)nc12
 : -0.5 | -1 | 1 | -5 | 0.7 | -27 | -0.5 | -5 | 8
